# Screening data from PubChem BioAssay.
# TcdB GH inh: inhibitors of Clostridioides difficile toxin B glycohydrolase. TcdB glycohydrolase enzymatic assay, plate reader. inhibition, % at 9.99 µM. hit rate 0.24% among 350,000. AID 652162; in the data active means inhibition above about 10%
# Anthrax LF inh2: anthrax lethal factor protease inhibition | inhibition, % at 10 µM | multiplex microsphere protease cleavage assay, LF | hit rate 0.12% among 360,000 | AID 588501 | P15917; further: plate controls were buffer without enzyme for full effect and enzyme alone for no effect
# Target sequence (P15917 whole entry, looked up): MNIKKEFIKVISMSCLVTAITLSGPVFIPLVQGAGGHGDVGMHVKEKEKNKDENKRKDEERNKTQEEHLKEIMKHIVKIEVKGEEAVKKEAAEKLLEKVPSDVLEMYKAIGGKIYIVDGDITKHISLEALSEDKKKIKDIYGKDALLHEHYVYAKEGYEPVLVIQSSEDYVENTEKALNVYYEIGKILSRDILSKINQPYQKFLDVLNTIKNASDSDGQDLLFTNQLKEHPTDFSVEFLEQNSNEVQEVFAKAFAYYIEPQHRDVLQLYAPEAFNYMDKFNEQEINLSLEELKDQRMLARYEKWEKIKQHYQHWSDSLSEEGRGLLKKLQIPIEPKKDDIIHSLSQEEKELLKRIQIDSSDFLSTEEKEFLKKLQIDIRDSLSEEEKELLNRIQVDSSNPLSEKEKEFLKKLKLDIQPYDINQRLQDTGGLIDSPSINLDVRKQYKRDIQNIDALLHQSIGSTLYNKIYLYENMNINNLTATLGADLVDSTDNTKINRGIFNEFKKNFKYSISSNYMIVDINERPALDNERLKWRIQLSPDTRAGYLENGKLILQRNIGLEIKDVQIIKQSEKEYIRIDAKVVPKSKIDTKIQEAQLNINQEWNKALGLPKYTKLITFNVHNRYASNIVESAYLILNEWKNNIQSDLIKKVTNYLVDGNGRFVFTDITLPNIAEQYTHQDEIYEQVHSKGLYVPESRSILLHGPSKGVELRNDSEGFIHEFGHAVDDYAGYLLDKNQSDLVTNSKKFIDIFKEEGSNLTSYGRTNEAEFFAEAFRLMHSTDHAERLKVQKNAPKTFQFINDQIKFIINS
# BoNT-A LC inh2: blocks Botulinum neurotoxin A light chain protease. multiplex microsphere protease substrate cleavage, flow cytometry. hit rate 0.17% among 360,000. inhibition, % at 10 µM; further: plate controls were buffer without enzyme for full effect and enzyme alone for no effect
# BH1578 lux ind: quorum light induction in luxS cqsA deficient V. cholerae. V. cholerae BH1578 lux reporter, luminescence, 6 h. activation, % at 18.7 µM. hit rate 0.16% among 350,000; in the data active means activation mostly above about 9.7%, no sharp cut-off; inconclusive means no clear call, values can overlap the other calls; inactive means mostly below about 3.7%; further: not every result past the cut was called active; inactives centre near 0; reference of the scale not given here
# PfHsp40 rescue: rescue of PfHsp40-mediated yeast toxicity | S. cerevisiae expressing PfHsp40, growth rescue, ATP luminescence | hit rate 0.68% among 340,000 | AID 504582 | growth rescue, % at 12.5 µM; in the data active means growth rescue above about 28%, passing the limit was not always enough; inconclusive means no clear call, values can overlap the other calls;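 further: yeast W303a lacking pdr1 and pdr3 grown in galactose medium; growth measured after three days at 30 °C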
# DUSP3 inh: blocks human VHR1 dual specificity phosphatase | P51452 | recombinant VHR phosphatase, pNPP absorbance | inhibition, % at 13.3 µM | hit rate 0.52% among 290,000; in the data active means inhibition above about 50%; further: some compounds called inactive have numbers as strong as hits
# Target sequence (P51452 whole entry, looked up): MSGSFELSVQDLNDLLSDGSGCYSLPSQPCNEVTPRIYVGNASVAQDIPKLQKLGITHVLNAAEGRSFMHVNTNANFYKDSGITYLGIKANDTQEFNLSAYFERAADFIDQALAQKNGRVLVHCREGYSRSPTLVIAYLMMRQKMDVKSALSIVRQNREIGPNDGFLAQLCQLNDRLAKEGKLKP
# Yp Topo-I inh: Y. pestis Topo-I inhibition via cleavage products; hit rate 0.064% among 360,000; activity, % at 10 µM; AID 504884; Y. pestis Topo-I cleavage product accumulation, plate reader; in the data active means activity above about 50%, passing the limit was not always enough; inconclusive means no clear call, values can overlap the other calls; further: inactives centre near 2
# PriA SSB inh: K. pneumoniae PriA-SSBct interaction inhibition | AlphaScreen SSBct-PriA binding, biotinylated peptide | inhibition, % at 33 µM | hit rate 0.6% among 430,000; in the data active means inhibition mostly above about 37%, no sharp cut-off; inactive means mostly below about 20%;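 further: plate controls were negative control peptide for no effect and reference peptide for full effect; strong numbers were not always called active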
# SARS 3CLpro inh: SARS-CoV 3CLpro protease inhibition. recombinant SARS-CoV 3CLpro, quenched FRET peptide cleavage. inhibition, % at 6 µM. hit rate 0.14% among 290,000; in the data active means inhibition above about 12%
# CCHFV vOTU inh: blocks the CCHF virus ovarian tumor domain protease | CCHFV vOTU protease, Pep-AMC fluorescence | inhibition, % at 11.5 µM | hit rate 0.55% among 370,000; in the data active means inhibition above about 30%; further: 0% = vehicle wells with enzyme and 100% = no enzyme wells
# * hit, by the source's call; i = inactive; u = inconclusive; x = no result given; & = joins results of further samples. Unless noted, no stated cut-off is given here; in the data, active means inhibition above about 30%; inconclusive means no clear call, values can overlap the other calls; inactive means below that. This is a subset; the hit share may differ from the screen's.
SMILES,TcdB GH inh,Anthrax LF inh2,BoNT-A LC inh2,BH1578 lux ind,PfHsp40 rescue,DUSP3 inh,Yp Topo-I inh,PriA SSB inh,SARS 3CLpro inh,CCHFV vOTU inh
CCc1nc2ccc(C(=O)N(CC)CCN(C)C)cn2c1N(C)Cc1cccs1,0.8,0,-0.1,-0.3,x,x,1,x,x,1
CCCCOc1ccc(S(=O)(=O)NNC(=O)c2cc3ccccc3o2)cc1,0.5,5,-0.1,-0.3,5.4,2,25,11,9,9
Cc1ccc(C(=O)N2CCC3(CC2)Oc2ccc(Cl)cc2C(=O)C32CC(c3cccnc3)=NO2)s1 (configuration not stated),0.1,-7,-0.1,i,-0.8,15,-7,-3,x,-9
COc1ccc(CNC(=O)c2ccc(N3CCOCC3)c([N+](=O)[O-])c2)cc1,0.3,0,-0.8,-0.1,1.1,22,-11,1,1,-6
c1csc(-c2cn3c(n2)SCC3)c1,x,-3,-0.5,-0.1,6.4,19,-1,6,-1,15
COc1ccccc1NS(=O)(=O)c1cccc(C(=O)NCc2ccccn2)c1,-0.7,0,-1.8,-0.4,-0.3,32,-8,1,-2,-4
Cc1cc(C)cc(N(CC(=O)NC2CCCC2)C(=O)CCC(=O)Nc2nc(C)cs2)c1,0.8,5,-2.5,-0.6,-1.3,18,4,4,3,-4
COc1ccc(NC(=O)CSc2nnc(CNC(=O)c3cccs3)o2)c(OC)c1,0.8,3,-0.6,-0.8,-2.3,8,10,10,-1,-5
COC(=O)COc1nsnc1N1CCOCC1,x,-13,-6.2,-2.0,0.6,4,1,-4,0,-5
O=C(/C=C/c1ccccc1)N/C(=C/c1ccccc1)C(=O)N1CCOCC1,x,0,2.3,-0.2,-0.2,5,-8,-2,2,-14
CCC(=O)Nc1cccc(C2=NOC3(C2)C[C@@H](C(N)=O)N(C(=O)c2cc([N+](=O)[O-])cc([N+](=O)[O-])c2C)C3)c1 (some centres not stated),-1.8,-2,-0.4,i,-0.5,-23,2,7,x,7
CCOC(=O)C1CCN(C(=O)CCS(=O)(=O)c2ccc3c(c2)CCN3C(=O)CC)CC1,1.7,0,-0.3,-0.5,0.8,23,-5,0,4,-18
Cc1cccc(-c2noc(-c3cc4ccccc4oc3=O)n2)c1,x,-4,0.4,-0.2,-1.9,19,-1,-12,7,-3
Cc1[nH]c2ccccc2c1C(=O)CN1C(=O)NC2(CCCCCC2)C1=O,0.3,-4,1.1,i,2.9,x,-1,-4,x,0
C=CCn1c(SCC(=O)Nc2sccc2C(N)=O)nc2ccc(Cl)cc2c1=O,x,0,-0.6,3.6,-0.5,15,-5,1,0,9
CCN(CC)C(=O)COC(=O)c1cc(-c2ccco2)nc2ccccc12,-0.8,-4,4.2,-0.3,-1.5,-4,-2,-15,1,-43
COc1ccc2c(=O)c(N3C(=O)c4ccccc4C3=O)coc2c1,x,-3,0.5,-0.5,0.4,-4,1,-6,-4,1
COc1ccccc1NC(=O)c1cc(Cl)nnc1Cl,1.0,4,0.5,-0.2,-1.8,41,2,-12,-1,3
N#CCCN(C(=O)c1cc2c(s1)-c1ccccc1S(=O)(=O)C2)c1ccccc1,-5.8,1,0.3,i,-1.3,-2,-9,5,4,-4
Cc1ccc(CC2C(=O)N(C)C(=O)N(C)C2=O)s1,x,-1,u,-1.4,0.8,10,0,-16,2,11
CCOP(=O)(OCC)c1ccc(OP(=O)(c2cccc([N+](=O)[O-])c2)c2cccc([N+](=O)[O-])c2)cc1,0.2,-5,-0.9,-0.3,-0.1,-8,3,-10,5,2
COc1cc(C2Nc3cccc4cccc(c34)N2)ccc1O,0.0,-15,-4.8,i,0.2,13,-37,5,-1,41*
COc1ccccc1N1CCN(C(=O)c2ccc(CS(=O)(=O)c3ccccc3OC)o2)CC1,x,-1,-0.9,-5.3,-1.5,-1,7,-8,-1,-5
CCOC(=O)c1c(/N=C/c2cccc([N+](=O)[O-])c2O)sc2c1CCC2,2.5,-2,-0.5,-0.4,1.0,22,-18,x,4,11
COc1ccc(-n2cccc2/C=C2\C(=N)N3N=C(c4ccco4)SC3=NC2=O)cc1,-0.1,-1,0.8,-0.1,-1.7,x,2,6,5,5
COc1cc(/C=N/NC(=O)c2nnn(-c3nonc3N)c2C(C)C)ccc1O,13*,0,-1.7,-0.3,0.1,-3,-7,x,0,12
CCOc1ccc(C(=O)NC(C(=O)NCCc2ccc(S(N)(=O)=O)cc2)C(C)C)cc1 (configuration not stated),-0.3,2,0.3,-1.0,1.0,29,4,-5,-4,0
O=C(Nc1ccc(S(=O)(=O)Nc2ncccn2)cc1)c1ccc(S(=O)(=O)N2CCCC2)cc1,0.0,2,0.6,-0.5,-0.1,-19,-7,1,5,9
COc1ccccc1CNC(=O)c1ccc(NS(C)(=O)=O)cc1,x,3,-0.6,1.0,-1.2,11,3,-7,-3,8
COCC(C)NC(=O)CSc1nc2ccccc2n1CCc1ccccc1 (configuration not stated),0.7,2,6.0,-0.3,0.6,39,10,6,2,1
C/C(=N/NC(=O)CNS(=O)(=O)c1ccccc1)c1ccc(Br)cc1,-0.7,-12,0.0,i,-0.5,-9,0,x,3,-8
O=C1C=C(NS(=O)(=O)c2ccccc2)C(=O)c2ccccc21,1.0,-3,-1.4,i,-0.5,x,-4,-2,x,42*
O=S(=O)(/N=C(/Nc1ccc(F)cc1F)c1ccccc1)c1ccccc1,x,0,-0.5,0.9,0.3,24,2,x,2,-1
CCCCNC(=O)C1(C)CCCCN1C(=O)c1ccc(F)cc1Cl (configuration not stated),1.0,-3,-0.3,i,x,x,0,x,x,-7
CCCCN(CC)CCCNC(=O)c1cc2c(=O)[nH]c3ccccc3c2s1,0.1,-2,-0.9,i,-2.0,10,5,13,-7,-56
Cc1cc(S(=O)(=O)N2CCN(c3ncccn3)CC2)ccc1-n1cnnn1,x,0,-0.3,i,-0.5,9,-8,-7,0,5
COc1ccccc1NC(=O)c1nnn(CC(=O)Nc2cccc(SC)c2)c1N,x,0,1.2,3.8,-0.5,-9,4,-2,-1,6
CC1C(=O)N(Cc2cn(Cc3ccco3)nn2)CCS(=O)(=O)N1Cc1ccc(-c2ccc(F)nc2)cc1 (configuration not stated),-2.3,-4,-0.6,i,x,x,22,x,x,11
CCOC(=O)c1cc(C(=O)NN)c(=O)[nH]c1C,0.6,-1,-1.0,i,-1.1,24,2,-12,0,4
COc1ccc(N2C(=O)CCC(C(=O)N3CCN(c4ccccn4)CC3)C2c2ccc(F)cc2)cc1 (configuration not stated),0.9,-3,0.6,-0.3,2.4,12,6,-10,2,-18
CCCCC1=CC2=C(c3ccco3)C(=O)C(C)(OC(=O)c3ccc(OC)cc3)C(=O)C2=CN1CC(C)C (configuration not stated),-1.8,-2,1.1,i,-1.7,-23,7,5,x,5
Cc1ccc2nc(SCC(=O)Nc3nnc(SCC(N)=O)s3)[nH]c2c1,x,-2,-0.2,-0.2,0.5,-11,9,-3,-1,-1
O=C(CSc1ccc2nnc(-c3cccc(F)c3)n2n1)N1CCCc2ccccc21,x,-2,-0.4,-0.3,0.3,-2,11,4,4,-35
CS(=O)(=O)c1ccc(C(=O)OCC(=O)N2CCCc3ccccc32)cc1,-11,-2,-0.6,-0.4,0.5,x,4,2,x,14
Nc1ccc(C(=O)n2c3ccccc3c3ccccc32)cc1,x,0,0.5,-0.6,5.0,-22,2,2,1,-3

# Single records (already shown):
# CS(=O)(=O)c1ccc(C(=O)OCC(=O)N2CCCc3ccccc32)cc1 across the screens: TcdB GH inh: -11; Anthrax LF inh2: -2; BoNT-A LC inh2: -0.6; BH1578 lux ind: -0.4; PfHsp40 rescue: 0.5; DUSP3 inh: x; Yp Topo-I inh: 4; PriA SSB inh: 2; SARS 3CLpro inh: x; CCHFV vOTU inh: 14
# CCCCC1=CC2=C(c3ccco3)C(=O)C(C)(OC(=O)c3ccc(OC)cc3)C(=O)C2=CN1CC(C)C (configuration not stated) across the screens: TcdB GH inh: -1.8; Anthrax LF inh2: -2; BoNT-A LC inh2: 1.1; BH1578 lux ind: i; PfHsp40 rescue: -1.7; DUSP3 inh: -23; Yp Topo-I inh: 7; PriA SSB inh: 5; SARS 3CLpro inh: x; CCHFV vOTU inh: 5

# (further entries)
SMILES,TcdB GH inh,Anthrax LF inh2,BoNT-A LC inh2,BH1578 lux ind,PfHsp40 rescue,DUSP3 inh,Yp Topo-I inh,PriA SSB inh,SARS 3CLpro inh,CCHFV vOTU inh
COc1ccc2cc(C(c3nnnn3C3CCCCC3)N3CCCCCC3)c3nnnn3c2c1 (configuration not stated),x,-2,-0.1,-6.2,-1.2,x,-1,-8,3,-2
O=C(COc1ccc(-n2cnnn2)cc1)Nc1ccc(Br)cc1F,-0.2,14,1.5,-0.3,-0.9,x,-3,-2,x,0
COCC(=O)Nc1ccc(OCc2ccccc2)cc1,-0.4,0,0.1,-0.4,-1.1,0,4,-22,0,-7
O=C(NCC1CCCO1)c1nc2c(nnn2Cc2ccccc2Cl)c(=O)[nH]1 (configuration not stated),-0.8,2,0.7,-1.7,0.5,18,5,-16,-2,-9
Cc1cccc(-n2nnc(C(=O)NCc3ccccn3)c2N)c1,x,0,0.2,i,0.7,-2,2,-4,3,10
N#C/C(=N\Nc1cccc(F)c1)C(=N)N1CCCCCC1,0.0,-6,0.2,i,1.8,19,-11,x,-3,3
COc1ccc(Cl)cc1NC(=O)CN(C)C(=O)COc1ccccc1F,5.5,-1,0.7,-0.2,0.2,0,-16,-2,2,-4
COc1ccccc1-c1ccc(SCC(=O)NCCc2ccccc2)nn1,1.3,-2,2.6,i,0.3,21,12,0,7,6
O=C(Nc1ccc(N2CCN(C(=O)c3ccccc3)CC2)c(Cl)c1)c1ncn[nH]1,1.4,-2,-0.5,-0.5,-0.1,-23,10,-9,3,-4
COc1ccc(NS(=O)(=O)c2ccc(NC(=O)c3ccc(Br)cc3)cc2)nn1,2.1,-2,0.5,-0.3,-0.3,22,6,-11,5,12
Cc1ccc(NC(=O)C2CCC(=O)N2C(=O)OCc2ccccc2)cc1 (configuration not stated),-0.6,6,4.2,-0.3,-0.2,24,13,-2,-1,2
COc1cccc(C(=O)Nc2cc(S(=O)(=O)N3CCOCC3)ccc2N2CCOCC2)c1,0.7,-4,-0.3,-1.3,0.1,x,17,-2,x,4
O=C(COC(=O)/C=C/c1ccc(OC(F)F)cc1)NC1CCCC1,-5.0,8,0.2,i,-1.8,x,4,10,x,11
Cc1nc(NC(=O)CCCC(=O)Nc2nc(C)c(C)s2)sc1C,x,-1,0.6,-1.7,0.6,-15,7,-14,2,-3
CCOC(=O)CC1OC(=O)c2cc3c(cc21)C(=O)OC3CC(=O)OCC (configuration not stated),-0.2,1,-0.7,-0.5,-1.1,5,-1,-2,-5,-10
CCC(C)N1CCN(C(=O)C2CCN(S(=O)(=O)c3c(C)noc3/C=C/c3ccco3)CC2)CC1 (configuration not stated),-0.9,-4,-0.3,-0.5,-0.1,24,25,1,-1,13
O=C(O)c1cccc(S(=O)(=O)N2CCCC(c3nc4c(nnn4Cc4ccccc4Cl)c(=O)[nH]3)C2)c1 (configuration not stated),0.6,-3,-1.4,-0.9,1.0,-7,17,0,7,12
CC1CCCCN1CCCNC(=O)c1ccc2c(c1)NC(=O)CN2C (configuration not stated),-0.3,-3,0.9,i,x,x,1,x,x,0
COc1ccc(C2C(=O)c3ccccc3C2=O)cc1OC,0.9,0,-0.3,-0.4,0.2,-20,20,-3,-7,2
CCC(=O)NC(=S)Nc1ccc(NC(=O)c2ccc([N+](=O)[O-])cc2Cl)cc1,0.4,0,-0.6,i,0.8,22,-5,2,-3,3
CCOCCCNC(=O)CN1CCN(Cc2ccc(Cl)cc2)C1=O,0.4,-6,-1.3,1.3,1.0,11,4,-2,-3,13
Cn1nccc1C(=O)N1CCCC(Nc2ccc(F)cc2)C1 (configuration not stated),0.3,-1,-0.3,-5.9,-1.0,-4,-3,-10,-3,8
O=C(COc1ccc(Cl)cc1)Nc1nc(-c2cccs2)cs1,x,0,0.0,5.0,2.9,30,2,-17&-17,-3,13
